Hsp70 inhibitors – Hsp70 inhibitors, probe displacement, primary screen, biochemical, fluorescence polarization (AID 583) | Heat shock 70 kDa protein 1A (Homo sapiens) | Hsp70 fluorescence polarization probe displacement, mP; higher % means a stronger effect | 0.06% of 140,000 active | one-dose displacement, % at 20 µM; IC50 in µM for titrated hits; in the data active = displacement above about 50%;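 note: plate controls were vehicle for no effect and reference ligand for full effect; a part of the inactive calls stands beside numbers as strong as those of hits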
MKP-3 inhibition – MKP-3 phosphatase inhibitors, primary screen, biochemical, rat enzyme, in vitro (AID 425); Dual specificity protein phosphatase 6 (Rattus norvegicus); recombinant MKP-3 phosphatase activity, fluorescence; higher % means a stronger effect; inhibition, % at 20 µM; hits with a dose series show IC50 in µM; 0.17% of 110,000 active; in the data active = inhibition above about 50%;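 note: plate controls were vehicle for no effect and reference inhibitor for full effect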
* hit, by the source's call; / = not tested or not shown; & = joins results of further samples. These rows are one share of the data; the hit share may differ from the screen's.

SMILES	Hsp70 inhibitors	MKP-3 inhibition
N#Cc1c(SCC(N)=O)nsc1SCc1ccccc1Cl	4.5%	3%
O=C1NC(=S)S/C1=C/c1cn(CCOc2ccc(Br)cc2)c2ccccc12	-49%	8%
COc1ccc(S(=O)(=O)N(C)CC(=O)Nc2ccccc2SC)cc1	5.4%	-17%
CN(C(=O)CSc1nnc(-c2ccco2)o1)C1CCCCC1	3.0%	-4%
O=[N+]([O-])c1cccc(S(=O)(=O)NCc2cccnc2)c1	1.0%	3%
Cc1ccc(OCC(=O)Nc2cc(C)ccc2C)cc1	1.8%	-6%
Cc1ccc(-c2[nH]n3c(=O)c4c(nc3c2C)CCCC4)cc1	-5.9%&-4.5%	-5%&1%
Cn1c(N2CCCC2)nc2c1c(=O)n(Cc1cccc(F)c1)c(=O)n2C	0.1%	-6%
O=C(CN1CCSCC1)N1CCc2[nH]c3ccc(Br)cc3c2C1	0.9%	0%
COc1ccc(-c2nnc(SCC(=O)NC3CCCCC3)o2)cc1OC	-2.8%	-7%
NC(=O)C1CCN(C(=O)c2cccc(F)c2)CC1	-2.8%	1%
COc1ccc(CN2CCCN(Cc3ccc(OC)cc3)C2c2ccc(F)cc2)cc1	-0.8%	1%
O=C1OC(c2ccc(-c3ccccc3)cc2)c2ccccc21 (configuration not stated)	1.1%	3%
CC(C)(C)c1csc(SCC(=O)Nc2ccc(Cl)cn2)n1	-0.4%	/
Cc1ccc(NC(=S)NN2CCOCC2)c(C)c1	-0.8%	/
COc1ccccc1Cc1noc(-c2ccc(F)cc2)n1	2.1%	0%
Cc1nn(-c2ccccc2)c(OC(=O)c2cccs2)c1S(=O)(=O)c1ccccc1	1.9%	3%
COc1ccc(/C(N)=N/OC(=O)c2ccc(I)cc2)cc1	6.6%	-2%
COC(=O)Nc1sccc1C(=O)Nc1sccc1C(=O)OC	-13%	-2%
CC(=O)Nc1ccccc1NC(=O)c1ccc(Br)cc1	4.1%	-6%
COc1ccc2nc(NC(=O)c3cc(C)oc3C)sc2c1	-6.4%	/
COc1ccc(-c2cc(C(=O)Nc3ccc([N+](=O)[O-])cc3)c3ccccc3n2)cc1	4.2%	-2%
O=C(c1cccc2c1C(=O)N(Cc1cccnc1)C2)N1CCN(c2ccccc2)CC1	-0.7%	4%
FC(F)(F)c1cccc(-c2noc(CN3CCOCC3)n2)c1	-0.1%	/
CCOc1ccc(NS(=O)(=O)c2ccc(OCC(=O)NCCCOC)cc2)cc1	2.4%	4%
CCCCNS(=O)(=O)c1ccc2nc(SCC(=O)c3ccccc3OC)[nH]c2c1	-0.6%	/
O=C(NCc1cccnc1)c1ccc2c(c1)OCO2	-4.2%	-7%
COc1ccc(-n2c(C)c(C(C)=O)c3cc(OC(=O)c4ccccc4OC(C)=O)ccc32)cc1	1.4%	-2%
CCc1cc2c(NC(C(=O)O)C(C)C)ncnc2s1 (configuration not stated)	/	-5%
CCOC(=O)c1c(NC(=O)/C=C/c2ccccc2)sc(C(=O)N(CC)CC)c1C	-6.6%	2%
O=C(NCCN1CCOCC1)c1cc(-c2cccs2)on1	6.6%	7%
CCOC(=O)c1sc2nc(SCC#N)n(CC3CCCO3)c(=O)c2c1C (configuration not stated)	4.0%	3%
COc1cc(-c2nc(-c3ccccc3)c(-c3cc([N+](=O)[O-])ccc3C)[nH]2)cc(OC)c1OC	-0.7%&-0.8%	3%
COCCOC(=O)c1c(C)oc2ccc(OCc3ccc(F)cc3)cc12	-0.3%	3%
COc1cc(C2C3=C(CC(C)(C)CC3=O)Nc3c2c(=O)[nH]c(=O)n3Cc2ccccc2)ccc1O (configuration not stated)	-3.6%	-5%
O=C(NCCC1=CCCCC1)C1CCCN(S(=O)(=O)c2cnc[nH]2)C1 (configuration not stated)	-6.1%	-4%
CC(C)Oc1ccc(/C=N/NC(=O)C(=O)NC2CCCC2)cc1	-2.0%	2%
CCOc1ccc(C(=O)Nc2ccc(-c3cc4ccccc4oc3=O)cc2)cc1	-0.4%	1%
OC(CCCN1CCC(O)(c2ccc(Cl)cc2)CC1)c1ccc(F)cc1 (configuration not stated)	1.4%	-9%
Cc1cccc(-c2c3c(=O)n(C)c(=O)n(C)c3c3cccnn23)c1	14%	-1%
Cc1cc(OCC(=O)Nc2cc([N+](=O)[O-])ccc2Cl)cc(C)c1Cl	0.1%	0%
CCCc1nc2scc(-c3ccccc3)c2c(=O)n1N	0.5%	2%
COc1cc(/C=C/C(C)=O)cc(OC)c1OC	-1.7%	/
COc1ccc(S(=O)(=O)N2CCN(C/C=C/c3ccccc3)CC2)cc1[N+](=O)[O-]	0.8%	4%
CC(=O)Nc1ccc(N2C(=O)C3=C(C2=O)C2C=CC3C2)cc1	-3.8%	1%
O=C1NC(=O)N(c2ccc(Cl)cc2)C(=O)/C1=C/c1ccc(-c2ccccc2C(=O)O)o1	-4.2%	2%
C=CCNc1nc(N2CCOCC2)nc(N2CCOCC2)n1	-3.4%	/
COc1cc(S(=O)(=O)NCCN2CCOCC2)c(OC)cc1Cl	-3.6%	-5%
Cc1ccc(OCc2nc(C#N)c(NCc3ccco3)o2)cc1	-1.7%	10%
COc1cccc(C2N(c3ccc(Cl)cc3)C(=O)C3CCCN32)c1 (configuration not stated)	-3.2%	-12%
Cn1c2c(c(=O)n(C)c1=O)C(CC(=O)Nc1ccccc1)C(=O)N2 (configuration not stated)	6.1%	1%
O=C(c1cccc(C(F)(F)F)c1)N1CCCC1	4.9%	-14%
O=C1C(c2ccc(F)cc2)N(Cc2ccc3c(c2)OCO3)C(=O)CN1C1CCCC1 (configuration not stated)	1.3%	3%
COc1cc(OC)nc(NC2OC(=O)c3ccccc32)n1 (configuration not stated)	-0.5%	/
COc1ccc(OCCCC(=O)N2CCCc3ccccc32)cc1	-3.6%	-12%
CCSc1nnc(NC(=O)Cc2ccccc2OC)s1	1.0%	/
COCCCNC(=O)c1ccc(CN(c2ccccc2)S(C)(=O)=O)cc1	0.3%	-4%
COc1ccc(N2CCN(c3ccc(NC(=O)c4ccc5c(c4)OCO5)cc3C#N)CC2)cc1	11%	5%
C=CCOc1ccc(/C=C2\C(=O)C(C(=O)OC)=C(C)N2c2ccc(C)cc2)cc1	0.2%	4%
CN1CCc2c(sc3c2C(=O)NC(c2cn(Cc4ccccc4)c4ccccc24)N3)C1 (configuration not stated)	-30%	/

The listing continues.
SMILES	Hsp70 inhibitors	MKP-3 inhibition
Cc1onc(-c2ccccc2Cl)c1C(=O)N(C)C1CCCCC1	-1.9%	5%
O=C(CSc1nc2ccccc2n1Cc1ccccc1)N/N=C/c1cccc(O)c1	-0.4%	0%
CCN1C(=O)/C(=C/c2c(N3CCN(C)CC3)nc3ccccn3c2=O)SC1=S	-118%	3%
O=C(c1cc2n(n1)C(C(F)(F)F)CC(c1ccco1)N2)N1CCN(c2ccccn2)CC1 (configuration not stated)	1.7%	-12%
CCOc1ccc(Cl)cc1/C=N/O	3.8%	-15%
CCN(c1ccccc1)S(=O)(=O)c1ccc(OCC(=O)Nc2cc(C)on2)cc1	-1.1%	/
CCOC(=O)C1=C(C)N=C2SC(C)C(=O)N2C1c1ccc(OC(C)=O)c(OCC)c1 (configuration not stated)	-3.1%	-10%
COc1ccccc1N1CCN(C(=O)CSc2nc3ccccc3[nH]2)CC1	5.6%	/
COc1cccc(Nc2nc(N)nc(C(F)(F)F)n2)c1	-3.0%	-4%
CC(=O)N1CCN(c2ccc(NC(=O)c3ccc(C)cc3)cc2)CC1	8.0%	/
O=C(O)Cc1ccc(-c2ccccc2)cc1	3.1%	-10%
CN(C)c1ccc(/C=C/C=N/NS(=O)(=O)c2ccc(C(C)(C)C)cc2)cc1	-7.3%	5%
COc1ccc(N(CC(=O)NCc2ccco2)S(C)(=O)=O)cc1	0.6%	2%
CCOC(=O)C1=C(C)N=C2SCC(=O)N2C1c1ccc(Br)cc1 (configuration not stated)	2.1%	3%
CCCCCC(=O)NNC(=O)c1ccc(F)cc1	-1.1%	-3%
COc1ccc(-c2nc(C3CCCCC3)no2)cc1OC	/	4%
CC(C)C(=O)Nc1cc(C(F)(F)F)ccc1N1CCOCC1	6.3%	-7%
N=c1n(CCO)c2ccccc2n1CCOc1ccccc1	-1.8%	-11%
Cc1cccc(N2C(=O)CC(N3CCOCC3)C2=O)c1 (configuration not stated)	-1.7%	-3%
Cn1c(CCNC(=O)c2ccccc2)nc2cc(NC(=O)C3CCCCC3)ccc21	6.8%	/
CCOC(=O)N1CCN(S(=O)(=O)c2cc(Br)cc3c2N(C(=O)C2CC2)CC3)CC1	-0.8%	1%
CCn1cc(C(=O)OCc2cccc(Br)c2)c(=O)c2ccc(C)nc21	1.4%	8%
CN(C)c1nc(N(C)C)nc(N(C#N)CCOc2ccccc2)n1	1.9%	/
CCCn1c(NC(=O)c2ccco2)nc2ccccc21	-6.2%	-4%
Cn1nc(C(=O)NCC2CCCO2)c2ccccc2c1=O (configuration not stated)	0.8%	-24%
CC(C)(C)C1CCC(OC(=O)c2ccncc2)CC1 (configuration not stated)	-1.6%	3%
CN(C)S(=O)(=O)N(CC(=O)Nc1ccccc1C(F)(F)F)c1ccccc1	6.5%	-2%
CC(=O)NC12CC3CC(C1)C(=O)C(C3)C2	-2.0%	2%
COc1ccc(/C=N/Nc2cc(N3CCOCC3)ncn2)cc1	-1.3%	-4%
COc1cc(C2C3=C(CCCC3=O)OC3=C2C(=O)CCC3)cc(OC)c1OC	-2.0%	3%
O=C(CSc1nnc(-c2cccnc2)n1-c1ccccc1)N1CCN(c2ccc(F)cc2)CC1	9.1%	/
Cc1cccc(-c2nnc(SCc3ccccc3)o2)c1	1.2%	/
COc1cccc(-n2nnc3c(=O)n(CC(=O)N4CCC(Cc5ccccc5)CC4)cnc32)c1	2.3%	0%
COc1ccc(OC)c(NC(=O)c2cc3sccc3n2C)c1	-0.8%	0%
Cc1ccc(S(=O)(=O)N2CCCCC2)cc1C(=O)Nc1ncn[nH]1	7.2%	-9%
COc1ccc(C2CC(=O)C3=C(C2)Nc2ccccc2NC3c2cc(OC)c(OC)cc2Br)cc1 (configuration not stated)	-1.7%	4%
Cc1ccnc(NC(=O)CCCOc2ccc(Cl)cc2Cl)c1	-0.2%	-1%
O=C(Cn1nc(C(F)F)cc1C1CC1)NCCC1=CCCCC1	7.7%	-4%
O=C(Nc1cccnc1)Nc1ccccn1	2.6%&3.7%	-5%&-2%
CSc1ccc(/C=C/C(=O)c2ccc(NC(=O)c3ccco3)cc2)cc1	-0.5%	7%
OCc1cccc(N=Cc2cccc(Cl)c2Cl)c1	5.8%	2%
COC(=O)Nc1sc(C)nc1-c1ccccc1	1.3%&-0.2%	-3%&0%
O=C1c2ccccc2CCC12N=NCC2c1ccc(Br)cc1 (configuration not stated)	6.5%	/
Cc1cc(C)n(CC(O)COCc2ccco2)n1 (configuration not stated)	-2.5%	-9%
Cc1ccc2oc(C(F)F)cc(=O)c2c1	-2.7%	3%
CS(=O)(=O)N1CCN(C(=O)c2ccc(Br)s2)CC1	1.9%	/
Cn1c(C(=O)O)c(CC(=O)NCc2cccnc2)c2ccccc21	2.7%	6%
CCc1nnc(NS(=O)(=O)c2ccc(N=Cc3c(C)[nH]n(-c4ccc(Cl)cc4)c3=O)cc2)s1	-0.8%	0%

2 entries from above, comma-delimited.
molecule,Hsp70 inhibitors,MKP-3 inhibition
O=C(Cn1nc(C(F)F)cc1C1CC1)NCCC1=CCCCC1,7.7%,-4%
O=C(Nc1cccnc1)Nc1ccccn1,2.6%&3.7%,-5%&-2%

Part of the list above in order of SMILES length, lowest first.
SMILES	Hsp70 inhibitors	MKP-3 inhibition
Cc1ccc(NC(=S)NN2CCOCC2)c(C)c1	-0.8%	/
Cc1cccc(N2C(=O)CC(N3CCOCC3)C2=O)c1 (configuration not stated)	-1.7%	-3%
COc1cc(C2C3=C(CC(C)(C)CC3=O)Nc3c2c(=O)[nH]c(=O)n3Cc2ccccc2)ccc1O (configuration not stated)	-3.6%	-5%

Molecules from the list above with a furan ring, fused or not, in the order listed:
SMILES	Hsp70 inhibitors	MKP-3 inhibition
CN(C(=O)CSc1nnc(-c2ccco2)o1)C1CCCCC1	3.0%	-4%
COc1ccc2nc(NC(=O)c3cc(C)oc3C)sc2c1	-6.4%	/
COCCOC(=O)c1c(C)oc2ccc(OCc3ccc(F)cc3)cc12	-0.3%	3%
O=C1NC(=O)N(c2ccc(Cl)cc2)C(=O)/C1=C/c1ccc(-c2ccccc2C(=O)O)o1	-4.2%	2%
Cc1ccc(OCc2nc(C#N)c(NCc3ccco3)o2)cc1	-1.7%	10%
O=C(c1cc2n(n1)C(C(F)(F)F)CC(c1ccco1)N2)N1CCN(c2ccccn2)CC1 (configuration not stated)	1.7%	-12%
COc1ccc(N(CC(=O)NCc2ccco2)S(C)(=O)=O)cc1	0.6%	2%
CCCn1c(NC(=O)c2ccco2)nc2ccccc21	-6.2%	-4%
CSc1ccc(/C=C/C(=O)c2ccc(NC(=O)c3ccco3)cc2)cc1	-0.5%	7%
Cc1cc(C)n(CC(O)COCc2ccco2)n1 (configuration not stated)	-2.5%	-9%

(cont.)
SMILES	Hsp70 inhibitors	MKP-3 inhibition
COC(=O)n1c(=O)oc2ccccc21	11%	0%
c1ccc(CCc2nn3c(Cn4nnc5ccccc54)nnc3s2)cc1	8.5%	-17%
CCCCOC(=O)c1cccc(NC(=O)CCC(=O)O)c1	-1.2%	-8%
CS(=O)(=O)N(CC(=O)O)c1cc(Cl)cc(Cl)c1	2.1%&2.0%	-8%&-1%
O=C(NN1C(=O)/C(=C/c2cccc(O)c2)SC1=S)c1ccccc1O	4.5%	2%
CC(C)(C)c1ccc(S(=O)(=O)N/N=C/C=C/c2ccco2)cc1	-1.7%	8%
COc1ccccc1C(=O)N1CCC(C(=O)c2ccc(F)cc2)CC1	-1.0%	-6%
CN1/C(=C\C(=O)COC(=O)Cn2nnc(-c3ccccc3)n2)C(C)(C)c2ccccc21	-15%	-8%
COC(=O)c1ccccc1NC(=O)Cn1nnc(-c2ccc(OC)cc2)n1	0.1%	/
CC1=C(C(=O)OCC2CCCO2)C(c2ccc(Cl)c(Cl)c2)NC(=O)N1 (configuration not stated)	-0.6%	0%

Screens (PubChem)
